Screens deposited in PubChem by several laboratories.
PRMT1 FP inh: inhibitors of human PRMT1 | Q99873 | recombinant PRMT1, activity-based probe fluorescence polarization | inhibition, % at 2.79 µM | hit rate 1.3% among 370,000 | AID 652257;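 active = inhibition above about 21% made by adding two undisclosed values, limit read from the data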
GC-A act: GC-A (human) enzyme activation; HEK293 GC-A cells, cGMP TR-FRET, EC30 ANP; 0% at EC30 ANP, 100% saturating ANP; activation, % at 10 µM; hit rate 0.14% among 370,000; AID 1671463; in the data active = activation above about 40%
HTRA1 inhibitor: blocks human HTRA1 serine peptidase; recombinant HTRA1, FP-rhodamine activity-based probe, fluorescence polarization; inhibition, % at 5.96 µM; hit rate 0.5% among 340,000; AID 504803; in the data active = inhibition above about 36%;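 also: 0% = enzyme with DMSO and 100% = wells lacking enzyme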
UHRF1 binding: human UHRF1 methylated DNA binding inhibitors | Q96T88 | UHRF1 binding to methylated oligo, TR-FRET | inhibition, % at 4.4 µM | AID 687016 | hit rate 0.75% among 370,000; in the data active = inhibition above about 21%;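 also: UHRF1 SRA domain binding a hemimethylated CpG hairpin DNA probe; 0% = median of test compound wells and 100% = reference inhibitor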
NPR2 activator: GC-B (human) receptor activation. HEK293-GC-B cells, CNP EC30, cGMP TR-FRET; 0% at EC30 CNP, 100% saturating CNP. activation, % at 10 µM. hit rate 0.11% among 370,000. AID 1920062;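 active = activation at 10 µM reaching about 35% in either raw or pattern-adjusted values, limit read from the data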
Target sequence (P20594 whole entry, looked up): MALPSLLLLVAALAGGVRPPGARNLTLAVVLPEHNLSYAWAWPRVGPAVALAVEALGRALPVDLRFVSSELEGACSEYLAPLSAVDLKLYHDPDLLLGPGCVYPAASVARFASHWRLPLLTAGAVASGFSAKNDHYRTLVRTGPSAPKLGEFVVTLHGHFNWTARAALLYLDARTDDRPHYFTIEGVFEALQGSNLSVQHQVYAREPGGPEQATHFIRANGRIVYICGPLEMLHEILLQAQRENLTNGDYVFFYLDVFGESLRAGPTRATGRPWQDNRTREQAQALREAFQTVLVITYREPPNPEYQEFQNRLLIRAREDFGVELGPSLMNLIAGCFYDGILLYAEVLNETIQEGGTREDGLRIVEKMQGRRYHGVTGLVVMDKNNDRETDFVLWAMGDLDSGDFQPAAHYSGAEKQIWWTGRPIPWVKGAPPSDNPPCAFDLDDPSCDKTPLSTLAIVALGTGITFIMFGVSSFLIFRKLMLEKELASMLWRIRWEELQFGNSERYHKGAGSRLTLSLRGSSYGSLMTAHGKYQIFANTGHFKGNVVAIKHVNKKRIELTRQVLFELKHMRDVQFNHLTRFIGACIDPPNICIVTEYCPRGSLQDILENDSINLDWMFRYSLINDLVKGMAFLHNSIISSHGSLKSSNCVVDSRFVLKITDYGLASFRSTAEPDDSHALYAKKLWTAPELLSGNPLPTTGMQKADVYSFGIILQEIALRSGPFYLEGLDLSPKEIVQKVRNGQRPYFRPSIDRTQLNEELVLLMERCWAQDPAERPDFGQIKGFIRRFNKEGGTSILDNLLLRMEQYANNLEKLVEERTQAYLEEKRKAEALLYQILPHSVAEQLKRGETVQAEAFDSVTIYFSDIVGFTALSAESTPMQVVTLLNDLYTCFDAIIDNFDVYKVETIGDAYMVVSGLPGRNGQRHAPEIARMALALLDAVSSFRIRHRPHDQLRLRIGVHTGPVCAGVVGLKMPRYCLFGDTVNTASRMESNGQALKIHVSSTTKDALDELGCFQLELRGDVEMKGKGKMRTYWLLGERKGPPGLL
ABHD4 inh: ABHD4 (mouse) inhibition, primary FP screen | inhibition, % at 8.92 µM | AID 720543 | hit rate 0.54% among 370,000 | Q8VD66 | purified mABHD4, FP-Rh probe fluorescence polarization;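 active = inhibition exceeding the mean over every tested compound plus 3 SD, cut at about 30% in these data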;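 also: 0% = plate median of compound wells and 100% = S159A mutant with DMSO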
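Test system: mABHD4 protein | Buffer or medium: HEPES pH 7.0 buffer, 150 mM NaCl, 0.01% Pluronic F-127 | Probe or stimulus: FP-Rh fluorescent activity-based probe, added after compound pre-incubation | Timing: Pre-incubation 45 min, probe exposure 60 min, at 25 °C | Technique: Fluorescence polarization, excitation 525 nm, emission 598 nm, BODIPY TMR filters | Repeats: Single well per compound (singlicate)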
MBD2 inh: MBD2-methylated oligo binding inhibition. Q9UBB5. TR-FRET, MBD2 binding to methylated oligonucleotide. inhibition, % at 4.4 µM. hit rate 0.31% among 370,000; in the data active = inhibition above about 13%
TCR CD3 inh: inhibitors of human TCR-CD3 interaction; hit rate 0.37% among 360,000; inhibition, % at 9.4 µM; TAMRA-labeled TCR probe fluorescence, biochemical; AID 651800; in the data active = inhibition above about 19%;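 also: recombinant mutant TCR 2C K166C tagged with TAMRA read by polarization; 0% = receptor in buffer alone and 100% = receptor with positive control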
SIAE inh: blocks human sialic acid acetylesterase. Q9HAT2. SIAE FP-Rh probe binding, fluorescence polarization. inhibition, % at 9.66 µM. hit rate 0.69% among 370,000. AID 1053197;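 active = inhibition above a cutoff: mean of compounds within the control limits plus 3 SD of those, cut at about 17% in these data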;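 also: 0% = plate median of compound wells and 100% = probe without SIAE protein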
rCAG binder: molecules binding r(CAG) RNA repeats; hit rate 1.3% among 370,000; inhibition, % at 3 µM; r(CAG) RNA repeat, TO-PRO-1 dye displacement fluorescence;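 active = inhibition above the plate cutoff, the mean of all test compounds on that plate plus 3 SD, cut at about 35% in these data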;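 also: 0% = DMSO alone and 100% = 100 µM mitoxantrone as full dye displacement; higher means more dye released from RNA so lower well fluorescence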
* marks the source's active call; other numbers are inactive results; · = no result given. A portion of the library. The share of hits here may be higher or lower than overall.

entry	canonical_smiles	PRMT1 FP inh	GC-A act	HTRA1 inhibitor	UHRF1 binding	NPR2 activator	ABHD4 inh	MBD2 inh	TCR CD3 inh	SIAE inh	rCAG binder
1	CCOC(=O)[C@@H]1[C@H]2COc3ccc(Br)cc3[C@H]2N2C(=O)N(c3ccc(C(F)(F)F)cc3)C(=O)[C@]12C	1	3	-22	-3	-1	-21	0	6	-9	2
2	CC(C)c1cc(NCCCN2CCOCC2)n2c(nc3ccccc32)c1C#N	-3	2	0	-1	-8	-3	-7	5	-1	-1
3	O=C(Cc1ccc(Cl)cc1)OCC(=O)c1ccc[nH]1	0	2	3	-2	2	1	1	7	-5	3
4	N#Cc1c(C(F)(F)F)cc(-c2ccccc2)nc1SCC(=O)Nc1sc2c(c1C#N)CCC2	-1	-3	-6	0	1	6	0	-1	-7	8
5	CCCCc1c(C)c(C#N)c2[nH]c3ccccc3n2c1=O	0	12	2	1	15	16	-6	2	6	10
6	CN(C)CCN1C(=O)c2cccc3cc([N+](=O)[O-])cc(c23)C1=O	14	8	6	-24	-3	-1	4	0	3	6
7	Cc1ccc(Nc2nc(N)nc(CN3CCN(c4ccccc4F)CC3)n2)cc1	0	-1	-10	-1	-1	1	-5	0	-2	-6
8	CCOC(=O)c1cnn(Cc2ccc(C)cc2)c1N	5	2	-3	3	4	9	-5	0	-4	-1
9	COc1ccc(S(=O)(=O)N(C)CC(=O)NCCN2CCOCC2)cc1	-2	6	5	0	3	-1	1	2	2	-4
10	N/C(=N\OC(=O)N1CCOCC1)c1ccccc1	-2	2	-5	-1	6	0	-2	3	5	0
11	Cc1cc(C(=O)N/N=C/c2cc([N+](=O)[O-])ccc2O)c2ccccc2n1	4	0	-7	0	-4	6	3	8	-10	6
12	CN(C)S(=O)(=O)c1ccc(NC(=O)COC(=O)Cn2[nH]c(=O)c3ccccc3c2=O)cc1	-2	0	0	0	1	-4	-2	6	0	3
13	COc1cc(-c2nc(-c3cccnc3)no2)cc(OC)c1OC	1	2	1	-6	-1	-6	1	8	0	0
14	NC(=O)c1cccnc1Nc1ccccc1Cl	3	-1	-3	2	-6	-2	-2	0	-6	-2
15	CCCCn1cnc2c(cnn2-c2ccc(F)cc2)c1=O	0	-1	0	-2	-2	-1	3	-3	2	-5
16	CCN(CC)CCCNC(=O)c1cn(C(C)c2ccccc2)nn1 (stereo unspecified)	1	2	·	0	-3	3	3	·	-4	3
17	CCN(CC)CCNC(=O)C(=O)Nc1cc2c3c(c1)CC(=O)N3CCC2	-2	0	5	0	-2	-5	-2	-4	2	-3
18	CN(CC(=O)Nc1cccc(F)c1)C(=O)CCc1nc2sc3c(c2c(=O)[nH]1)CCCC3	-2	0	-10	4	-1	-4	-7	2	-13	19
19	O=C(CSc1ccc2ccccc2n1)N/N=C/c1ccccc1O	12	-2	-6	0	1	-5	-1	-2	-7	7
20	N/C(=N\OC(=O)CC1CCCCC1)c1ccc(Cl)cc1	1	3	-3	0	1	-2	1	4	-6	-6
21	Cc1oc2c(CN3CCCC3)c(O)ccc2c(=O)c1Oc1ccccc1Br	-2	8	-3	0	4	0	6	3	-4	1
22	NC(=O)NCc1cccs1	-2	5	4	0	-7	4	3	10	-2	0
23	O=C1CC(c2ccc(F)cc2)CC(O)=C1C=NCCN1CCN(C(=O)Nc2ccccc2)CC1 (stereo unspecified)	-3	-3	-1	-3	-1	-7	-2	6	6	-5
24	O=c1[nH]c2ccc(NC(=S)Nc3ccc(Cl)cc3Cl)cc2[nH]1	-4	1	6	-2	-4	7	2	3	1	-1
25	Cc1ccsc1C(=O)N1CCCC(N2CCN(c3cccc(Cl)c3)CC2)C1 (stereo unspecified)	0	3	5	-1	8	-8	2	0	0	-4
26	CCOC(=O)N1CCN(C(=O)CSc2nnc(-c3cc(OC)cc(OC)c3)o2)CC1	0	-4	3	-2	-4	4	-1	1	2	-3
27	CN(C)C(=O)COc1ccc2cc(-c3ccccc3)c(=O)oc2c1	0	7	-2	2	-2	-4	-3	7	-12	2
28	Cc1nn(-c2ccccc2)c2nc(N)c(C#N)c(-c3ccc(C(C)(C)C)cc3)c12	-3	0	-3	2	1	-2	-2	-5	-12	3
29	Cc1cccc(N2CCN(C(=O)c3oc4ccc(Br)cc4c3C)CC2)c1C	-2	7	-19	-2	2	-9	0	-1	-4	2
30	Cc1ccc2oc(=O)n(CCOc3ccccc3C)c2c1	4	-6	-30	1	0	-7	2	-6	-3	-5
31	CN(C(=O)c1cccc(NC(=O)Cc2ccc(NC(=O)C3CCN(C(=O)c4ccccc4)CC3)cc2)c1)C1CCCC1	-3	1	-7	3	-2	-5	-2	-13	6	6
32	COc1ccc(S(N)(=O)=O)cc1C(=O)OCCCOC(=O)c1cc(S(N)(=O)=O)ccc1OC	1	3	2	4	1	3	4	-6	3	-1
33	COc1ccc(NC(=O)CN2C(=O)/C(=C3\SC(=S)N(C4CCS(=O)(=O)C4)C3=O)c3ccccc32)cc1 (stereo unspecified)	5	-1	·	-1	3	-1	-4	0	5	9
34	CN1/C(=C/C=N/n2cnnc2)C(C)(C)c2ccccc21	-1	2	-1	1	2	-4	0	-2	-7	-1
35	O=C(NCc1ccc(Cl)c(Cl)c1)c1cc(C2CCCCN2C(=O)c2cccs2)on1 (stereo unspecified)	0	3	·	-2	1	-11	5	6	-14	8
36	CCCCN1C(=O)NC(NS(=O)(=O)c2ccc(N)cc2)(C(F)(F)F)C1=O (stereo unspecified)	0	3	5	3	7	-4	1	-1	0	0
37	COc1ccc(C(c2c[nH]c3ccccc23)c2c[nH]c3ccccc23)cc1O	-2	-9	14	-5	-15	-5	2	-4	10	11
38	COc1ccc(-n2cc(CN(C)CCO)c(-c3cccc(F)c3)n2)cc1	-3	0	-14	4	1	3	2	1	-1	-4
39	Cc1cnc(C(=O)OCC(=O)Nc2cccc3ccccc23)cn1	-2	0	-7	-6	-3	3	0	0	-2	7
40	COC(=O)[C@@]12CCCCC3=C1N(CCC3)C(=O)[C@H]2CC(=O)N1CCSCC1	2	2	·	-2	-1	2	6	·	-3	3
41	CCC(C)(C)NC(=O)c1cc(OC)c(OC)cc1[N+](=O)[O-]	-2	0	-3	-1	-1	1	0	16	0	2
42	Cc1nn(C)c(C)c1N1C(=O)c2cccc3c(Br)ccc(c23)C1=O	57*	-31	-3	22*	-22	4	0	9	4	8
43	CC[C@H](C)C(C(=O)N1CCN(C(=O)OC(C)(C)C)CC1)n1cc(C(Cc2ccc(O)cc2)NC(=O)OC(C)(C)C)nn1 (stereo partly specified)	4	-1	-2	14	11	-2	12	-2	1	1
44	O=C(c1ccc2c(c1)OCCO2)N(c1ccccn1)C1CCCCC1	0	-4	2	1	-2	1	0	6	-3	-5
45	Cc1cc(Cl)cc(C)c1OCCOCCNCc1ccccc1	1	-41	7	-2	-20	24	-8	11	6	-3
46	CCCCN1CCS(=O)(=O)N(Cc2ccccc2Br)CC(C(=O)OC)C1 (stereo unspecified)	3	-6	-15	-2	-5	4	-5	-3	6	3
47	COc1cccc(N2CC(C(=O)NC3CCCCC3)CC2=O)c1 (stereo unspecified)	0	-2	2	0	-4	2	-2	3	-8	-2
48	O=C(CSc1ccc(-c2ccc(F)cc2)nn1)NCCc1ccccc1	1	-2	3	1	0	0	-1	-6	11	2
49	S=C(Nc1ccccc1)c1nc2ccccc2s1	-1	2	-4	4	0	-1	-4	-1	6	6
50	Nc1cc(N)c2c(c1)C(=O)c1ccccc1-2	2	-19	12	-18	-7	20	-23	-10	6	3
51	O=C(O)[C@@H]1CSC2c3ccccc3C(=O)N21 (stereo partly specified)	1	3	8	-2	7	-3	0	-1	2	4
52	Cc1ccc(CCSc2ccc(C(C)C)cc2)cn1	15	-1	-2	1	-5	1	3	-2	-2	-4
53	COc1ccccc1C(=O)COC(=O)CNS(=O)(=O)c1ccc(C)cc1	2	1	1	1	12	1	7	3	-4	-5
54	CC(=O)c1ccc(N2CCN(C(=O)CNS(=O)(=O)c3ccc4c(c3)OCCCO4)CC2)c(F)c1	8	-1	-8	2	0	0	-1	0	1	5
55	Cc1nn(-c2ccc(Cl)c(Cl)c2)c(=O)c2ccccc12	1	8	2	-2	-7	6	4	3	-10	2
56	O=C(N=Nc1c(O)[nH]c2ccc(Br)cc12)c1ccccc1-n1cccc1	1	-21	-32	-6	-16	-12	2	-1	-1	12
57	COc1ccc(OC)c(NC(=O)CCC(=O)Nc2nnc(C(C)C)s2)c1	-1	1	2	0	-1	-3	-3	-9	-1	1
58	O=C(Nc1cc(C(F)(F)F)ccc1-n1cncn1)c1ccc([N+](=O)[O-])o1	4	1	14	0	-1	5	-5	-5	-3	8
59	Cc1nc(SCC(=O)N2CCOCC2)c2ccsc2n1	1	-1	5	2	-1	-2	-2	-5	0	2
60	CC(=O)c1c(C)oc2ccc(NS(=O)(=O)c3cccs3)cc12	3	0	-1	-3	-1	2	-3	-6	-6	4

Additional results:
entry	canonical_smiles	PRMT1 FP inh	GC-A act	HTRA1 inhibitor	UHRF1 binding	NPR2 activator	ABHD4 inh	MBD2 inh	TCR CD3 inh	SIAE inh	rCAG binder
61	COc1ccc(Cl)cc1NC(=O)CN1C(=O)NC(C)(Cc2ccc(OC)c(OC)c2)C1=O (stereo unspecified)	2	1	-10	-1	2	-1	-1	-5	1	0
62	COc1cc(/C=C/c2cc(OC(C)=O)c3ccccc3n2)c(OC(C)=O)c([N+](=O)[O-])c1	-2	2	5	-1	-6	5	-6	4	15	1
63	CC(=O)c1ccccc1NC(=O)COC(=O)CSCC(=O)Nc1cc(C)on1	-1	-2	-5	-3	-3	4	0	5	1	-3
64	COC(=O)c1ccc(COC(=O)c2cnc(Cl)c(Cl)c2)cc1	-2	13	-1	0	0	0	1	-2	-1	2
65	COc1ccc2c(C)nc(Nc3nc(-c4ccccc4)cc(=O)[nH]3)nc2c1	6	9	-1	1	4	-5	2	-1	-17	20
66	CC(O)C(NC(=O)OCc1ccccc1)C(=O)OCc1ccccc1 (stereo unspecified)	-1	1	-9	-1	-6	-2	-3	-3	-2	-1
67	COc1cccc(NC(=O)C(C)N2C(=O)c3ccccc3C2=O)c1 (stereo unspecified)	0	-4	3	-4	-1	-2	3	0	6	1
68	O=C(CSc1n[nH]c(=O)[nH]c1=O)Nc1ccc(SC(F)F)cc1	16	0	-32	0	-2	2	4	-3	-11	11
69	Cc1cccc(N=Nc2c(N)n[nH]c2N)c1	4	0	7	-4	2	0	0	-5	-4	1
70	COc1ccccc1N1CC(C(=O)OCC(=O)c2c(N)n(C)c(=O)n(C)c2=O)CC1=O (stereo unspecified)	-7	3	1	0	-6	2	-4	-10	-3	3
71	CCCn1cc(CN2CCC(n3nccc3NC(=O)C(OC)c3ccccc3)CC2)c(C)n1 (stereo unspecified)	-1	5	2	2	3	1	-4	0	1	-8
72	NC(=O)CC(NC(=O)Cc1cccc2ccccc12)c1ccc(NCc2ccc(F)cc2)c([N+](=O)[O-])c1 (stereo unspecified)	-2	0	-4	0	1	-6	-1	4	-17	3
73	COc1c2ccoc2nc2c(OC)c(OCC(O)C(C)(C)O)ccc12 (stereo unspecified)	1	1	1	-4	1	-1	-1	6	6	-2
74	O=C(O)c1ccccc1CSc1nnc2c(n1)[nH]c1ccccc12	4	11	9	0	11	1	-1	0	-10	0
